Bioassay records: PubChem BioAssay, Sanford-Burnham Center for Chemical Genomics
mIAP act – mouse IAP activation; muIAP, CDP-Star luminescence, 30 min; stronger effect = higher value; 1 = vehicle-only enzyme signal, 0 = enzyme-free wells; activation factor at 10 µM; 330,000 tested, 0.24% active;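 active = activation factor of at least 2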; note: the source names both 10 and 20 µM as test concentration; values of inactives mirror those of a sister screen read the other way
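Assay system: mouse IAP enzyme; Reagent: CDP-Star chemiluminescent phosphatase substrate; Compound: DMSO-dissolved test compounds; Incubation: 30 min, room temperature; Technique: luminescence from enzymatic CDP-Star hydrolysis; Controls: DMSO-only wells and no-enzyme negative control.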
beta cell repl – MIN6 beta-cell proliferation induction. MIN6 cells proliferation, ATPlite luminescence, 48 h; cells starved in 0.2% serum; 100% = growth in 10% serum. proliferation, % at 10 µM. 330,000 tested, 0.29% active. AID 2380;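 active = compounds whose signal lies at least 3.5 SD above the mean of all wells on their plate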;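 note: 0% = DMSO-treated cells in low-serum medium and 100% = 10% serum control; some compounds called inactive have numbers as strong as hits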
tim10-1 inh – growth inhibitors of tim10-1 mutant yeast; S. cerevisiae tim10-1 ts strain growth, BacTiter-Glo, 24 h; inhibition, % at 20 µM; 330,000 tested, 2.2% active;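 active = inhibition of at least 40%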;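 note: mutant grown at 25 °C; 0% = DMSO wells with yeast and 100% = wells holding no yeast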
APOBEC3A inh – blocks human APOBEC3A ssDNA deamination; recombinant A3A, FAM/TAMRA ssDNA deamination fluorescence; inhibition, % at 20 µM; 330,000 tested, 0.41% active;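 active = at least 40% inhibition at 20 µM here, with at most 30% in a related deaminase screen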;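 note: plate controls were A3A with DMSO for no effect and wells lacking A3A enzyme for full effect; some results filed as inactive read as strong as hits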
TIM10 inh – inhibits growth of TIM10 yeast strain; inhibition, % at 10 µM; S. cerevisiae TIM10 strain growth, BacTiter-Glo luminescence, 24 h; AID 463195; 330,000 tested, 1.4% active;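 active = inhibition of 40% or more at the single tested concentration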;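 note: wild-type TIM10 isogenic control strain grown at permissive 25 °C; 0% = DMSO yeast wells and 100% = minimal medium wells without yeast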
hIAP block – blocks human intestinal alkaline phosphatase. P09923. 330,000 tested, 0.12% active. purified IAP, CDP-Star luminescence, 30 min. inhibition, % at 10 µM;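 active = inhibition reaching a set limit with compound at 10 µM in the primary screen, cut at about 35% in these data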;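 note: plate controls were DMSO wells with enzyme for no effect and no-enzyme buffer wells for full effect; values of inactives mirror those of a sister screen read the other way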
Target sequence (P09923 whole entry, looked up): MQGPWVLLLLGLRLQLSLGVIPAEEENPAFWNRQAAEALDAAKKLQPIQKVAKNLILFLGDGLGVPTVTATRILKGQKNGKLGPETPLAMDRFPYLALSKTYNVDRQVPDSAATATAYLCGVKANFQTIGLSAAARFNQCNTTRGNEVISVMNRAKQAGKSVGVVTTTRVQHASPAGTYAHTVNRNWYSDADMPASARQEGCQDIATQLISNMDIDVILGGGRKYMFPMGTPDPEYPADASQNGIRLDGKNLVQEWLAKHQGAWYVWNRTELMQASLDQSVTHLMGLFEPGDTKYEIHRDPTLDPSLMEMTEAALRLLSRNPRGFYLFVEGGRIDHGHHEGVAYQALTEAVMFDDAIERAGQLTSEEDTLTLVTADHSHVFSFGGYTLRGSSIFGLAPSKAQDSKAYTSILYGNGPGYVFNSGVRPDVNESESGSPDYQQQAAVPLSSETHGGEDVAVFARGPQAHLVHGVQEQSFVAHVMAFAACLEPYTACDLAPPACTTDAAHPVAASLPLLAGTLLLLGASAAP
mIAP inh – blocks mouse intestinal alkaline phosphatase; purified mouse IAP, CDP-Star luminescence, 30 min; AID 2806; 330,000 tested, 0.2% active; inhibition, % at 10 µM;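 active = inhibition of at least 40% at 10 µM in the primary screen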;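 note: plate controls were DMSO with enzyme for no effect and no enzyme wells for full effect; values of inactives mirror those of a sister screen read the other way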
A3G deaminase – blocks human APOBEC3G single-stranded DNA deamination | recombinant A3G, ssDNA deamination FAM/TAMRA fluorescence | inhibition, % at 20 µM | 330,000 tested, 0.28% active | AID 493012;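 active = inhibition of at least 40% at 20 µM, with no more than 30% in the related APOBEC3A deaminase screen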;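 note: plate controls were DMSO wells with A3G for no effect and wells lacking A3G enzyme for full effect; some compounds called inactive have numbers as strong as hits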
Target sequence (Q9HC16 whole entry, looked up): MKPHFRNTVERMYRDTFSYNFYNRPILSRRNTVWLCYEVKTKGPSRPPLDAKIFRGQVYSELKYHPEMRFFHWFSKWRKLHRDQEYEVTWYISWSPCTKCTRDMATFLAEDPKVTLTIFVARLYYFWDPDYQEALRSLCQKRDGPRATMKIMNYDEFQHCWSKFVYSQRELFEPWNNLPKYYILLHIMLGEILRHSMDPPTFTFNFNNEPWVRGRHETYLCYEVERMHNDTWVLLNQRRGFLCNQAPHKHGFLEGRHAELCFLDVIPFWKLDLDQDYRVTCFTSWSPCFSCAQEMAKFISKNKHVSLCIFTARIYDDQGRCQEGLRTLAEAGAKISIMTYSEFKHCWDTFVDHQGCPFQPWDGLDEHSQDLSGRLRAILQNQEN
NLRP3 yeast inh – inhibitors of NALP3 inflammasome in yeast; 330,000 tested, 0.39% active; Yeast reconstituted NLRP3/ASC/caspase-1, beta-gal luminescence, 24 h; inhibition, % at 10 µM; AID 2825;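 active = inhibition of 50% or more; inactive = inhibition below 50%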;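 note: plate controls were induced DMSO wells for no effect and uninduced yeast grown without galactose for full effect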
* marks the source's active call; other numbers are inactive results; & = joins results of further samples.

SMILES	mIAP act	beta cell repl	tim10-1 inh	APOBEC3A inh	TIM10 inh	hIAP block	mIAP inh	A3G deaminase	NLRP3 yeast inh
COc1ccccc1N1CCN(S(=O)(=O)c2ccc3c(c2)n(C)c(=O)n3C)CC1	0.96	-3	7	2	7	1	4	-3	-1
CC(Sc1ccc(S(=O)(=O)N2CCCCCC2)cn1)C(N)=O (stereo not given)	1	-3	8	-2	0	2	0	-9	10
Cc1ccc(CNC(=O)C2CCCN(S(=O)(=O)c3cccnc3)C2)cc1 (stereo not given)	1	0	11	-2	6	-44	-1	-5	-3
Cc1ccc(C(C)C)c(OCC(=O)NN=C2CCCC(=O)C2)c1	0.96	-5	-16	-3	-7	-16	4	-9	18
CC(C)(C)OC(=O)N[C@@H](C(=O)OC(C)(C)C)c1ccc2c(c1)OCO2	1.1	1	22	0	19	-6	-6	-7	34
CCOC(=O)C(NC(=O)CC)(Nc1sc(C)c(CC)c1C#N)C(F)(F)F (stereo not given)	1.1	0	10	-3	12	15	-12	9	11
CCOC(=O)c1c(C)c(C(=O)NCc2ccccn2)c(C)n1C	1	-2	13	0	0	-6	-3	-4	-6
O=C(NCCCn1ccnc1)c1cc2c(ccc3ccccc32)o1	1.2	0	18	-1	-15	-23	-16	-3	5
c1ccc(Cn2nnc3c(N4CCc5ccccc54)ncnc32)cc1	0.97	-3	13	-3	-5	-4	3	-4	2
CCOC(=O)N1CCN(CC(=O)Nc2sc(CC)cc2C(=O)c2ccc(OC)cc2)CC1	0.99	-2	14	1	25	-12	1	-4	14
CC(C)C(=O)Nc1ccc2c(c1)nc(CCN1CCCCC1)n2C	1.1	1	13	-4	-2	-17	-8	-5	2
COc1cc(C)nc(N(Cc2ccccc2)S(=O)(=O)c2ccc(C)cc2)n1	0.86	-5	1	2	10	14	14	-4	14
Cc1nnc(SC/C=C/c2ccccc2)n(N)c1=O	1	-1	0	4	-12	-1	-1	-8	11
COc1ccc(S(=O)(=O)NNC(=O)C2COc3ccccc3O2)cc1[N+](=O)[O-] (stereo not given)	1	5	-5	0	-10	-4	0	-4	20
Cc1cc(=O)[nH]c(COc2ccccc2)n1	1.1	-1	-1	-4	-13	-20	-5	-8	5
CC(C)(O)C#Cc1ccc(C(=O)NC2CCCCC2)s1	0.98	1	13	1	4	-10	2	-10	6
CSCCC(NS(=O)(=O)c1ccccc1F)C(=O)N1CCCCCCC1 (stereo not given)	0.96	1	25	0	17	16	4	-3	6
CC1(C)O[C@@H]2C[C@H]3[C@@H]4CCC5=CC(=O)C=C[C@]5(C)[C@@]4(F)[C@@H](O)C[C@]3(C)[C@]2(C(=O)CO)O1	1.1	-2	-8	-1	-3	-5	-5	-7	18
CCN(CC)c1ccc(SS(=O)(=O)O)cc1	1.1&1	-2&0	4&7	-1&1	-5&7	14&19	-5&-3	10&8	7&7
Cc1cccc(COc2ncnc3nc[nH]c23)c1	1.1	-4	16	-2	-15	-38	-11	-9	2

Reprinted from the part before: two compounds, followed by the next part.
SMILES	mIAP act	beta cell repl	tim10-1 inh	APOBEC3A inh	TIM10 inh	hIAP block	mIAP inh	A3G deaminase	NLRP3 yeast inh
CCN(CC)c1ccc(SS(=O)(=O)O)cc1	1.1&1	-2&0	4&7	-1&1	-5&7	14&19	-5&-3	10&8	7&7
Cc1cccc(COc2ncnc3nc[nH]c23)c1	1.1	-4	16	-2	-15	-38	-11	-9	2
Cc1cc(C)n(Cc2ccc(Cl)cc2Cl)c(=O)c1S(=O)(=O)c1ccccc1	0.89	-4	25	2	-11	-14	11	0	4
Cc1ccc(CSCC2Nc3ccc(C(=O)N4CCN(c5ccc(F)cc5)CC4)cc3NC2=O)cc1 (stereo not given)	0.81	-7	26	-26	6	10	18	36	4
Cc1ccc(/C=N/n2c(-c3ccco3)n[nH]c2=S)s1	0.98	-2	14	-6	23	12	2	41*	14
COc1cc(/C=C2\CC/C(=C\c3cc(OC)c(OC)c(OC)c3)C2=O)cc(OC)c1OC	0.93	-3	38	0	35	2	7	-3	4
Cc1cc(=O)cc(C)n1-c1ccc(F)cc1F	1	-3	0	1	-5	-10	-1	-4	5
Cc1cc(OCC(=O)O/N=C(\N)c2ccccc2)cc(C)c1Cl	0.92	0	64*	2	36	-4	8	-2	5
O=C(CSCc1cnn(-c2ccccc2)c1-n1cccc1)NCCN1CCOCC1	0.91	0	6	-15	-6	-30	9	-5	-2
COc1ccc(Br)cc1S(=O)(=O)N(CC(=O)N1CCN(C)CC1)c1ccccc1	1	1	6	-4	2	-10	-1	1	24
COc1ccc(N2CCN(C3CCCN(S(=O)(=O)c4ccc(C)cc4C)C3)CC2)cc1 (stereo not given)	1.1	-3	-2	0	-31	8	-9	18	14
Cc1ccc(NC(=O)c2cc(Cl)nc3ccccc23)cc1	0.92	1	12	0	10	6	8	-5	12
N#Cc1cn(CCOc2ccccc2F)c2ccccc12	1.1	-1	30	-1	-2	0	-7	-4	19
O=C(NC(=S)Nc1ccc(N2CCOCC2)c(Cl)c1)c1cncc(Br)c1	0.8	0	28	0	-3	-1	20	0	26
CCC(C)(C)NC(=O)C(c1cccnc1)N(C(=O)c1csnn1)c1ccccc1 (stereo not given)	1	2	-6	1	-1	5	-2	-5	8
Cc1cc(=O)c2cc(Cl)ccc2[nH]1	1	2	-10	-1	3	-11	-2	-2	3
COc1ccc(CNc2nc(SCC(=O)NCc3ccco3)nc3ccccc23)cc1	0.96	0	2	1	-3	13	4	-7	4
COCCNC(=O)C(c1ccc(C)o1)N(Cc1ccccc1)C(=O)Cn1nnc2ccccc21 (stereo not given)	1	0	4	-1	-1	-15	0	-4	11
Cc1ccc(SCCC(=O)OCC(=O)Nc2ccc(C(N)=O)cc2)cc1	1.1	-3	-15	3	-6	13	-11	-2	21
COCc1cc(=O)n2[nH]c(SCc3ccccc3)nc2n1	1	-2	-2	0	-11	-8	0	-1	5
O=C(c1cccs1)N(CCN1CCCCC1)CC1CCCN(C2CCCC2)C1 (stereo not given)	0.99	-1	-9	1	-8	12	1	-1	8
Cc1ccc(C(=O)Nc2ccccc2C(=O)O)cc1S(=O)(=O)NC1CCCCC1	0.89	2	-18	-6	2	-4	11	-7	-2
CCCC(=O)OCC(=O)Nc1ccccc1C#N	0.97	-4	6	-4	3	-2	2	-3	1
COc1cccc(N2CCN(S(=O)(=O)c3ccc(-n4cnnn4)cc3)CC2)c1	0.96	-2	16	-5	-2	-27	4	-7	9
Cc1cc(C(=O)OCC(=O)Nc2sc3c(c2C#N)CCC(C)C3)c2ccccc2n1 (stereo not given)	0.68	0	27	2	21	-3	32	-4	16
CN(C)/C=N/c1nc2nccc(-c3ccccn3)n2n1	0.96	1	8	1	7	8	4	3	19
O=C(CSc1ncnc2c1oc1ccccc12)Nc1cccc(C(F)(F)F)c1	0.83	-1	11	0	4	0	17	8	31
Cc1ccc(S(=O)(=O)N/N=C/c2ccccc2O)cc1[N+](=O)[O-]	1.1	-3	2	3	-8	-21	-12	-12	2
Cc1ccc(NC(=O)CC2CS(=O)(=O)CC2CC(=O)Nc2ccc(C)c(C)c2)cc1C (stereo not given)	1.2	1	11	6	1	-20	-23	2	2
O=C1S/C(=C\c2ccc(N3CCOCC3)o2)C(=O)N1Cc1c(F)cccc1Cl	0.87	-4	34	-13	23	18	13	-12	37
CC(C)c1ccc(/C=N/NC(=O)CN(c2cccc(Cl)c2Cl)S(C)(=O)=O)cc1	1	-2	-1	-2	8	-23	-2	-5	5
COc1ccc(CCNC(=O)CN2CCOc3ccccc32)cc1OC	0.86	2	-7	-2	-1	5	14	-1	19
CC1(C)C2C/C(=N\O)C(C)(/[N+]([O-])=C/c3cccc([N+](=O)[O-])c3)CC21 (stereo not given)	0.91	-7	7	2	17	-1	9	-9	16
CCN(Cc1cnn(C)c1)C(=O)c1cc(COc2ccc(F)cc2F)on1	0.94	-2	2	7	6	2	6	2	6
CN(CC(=O)Nc1ccc(F)c(F)c1F)C1CCCCC1	0.91	1	4	2	7	-2	10	0	-3
CNC(=O)/C=C1\NC(C)(C)Cc2c1ccc1ccccc21	0.98	-4	16	-1	10	18	2	-4	9
Cn1ccnc1C(=O)c1ccc(N)cc1	0.87	1	-15	-2	0	-11	13	-8	5
Oc1ccc(Cc2ncc(C(F)(F)F)cc2Cl)cc1	1	-2	5	-3	13	5	0	-5	-13
Cc1ccn(C(C)CC(=O)N2CCc3ccccc32)n1 (stereo not given)	0.99	0	20	-5	-6	-26	1	-7	7
CCOC(=O)c1c(NC(=S)NC(C)=O)sc(C)c1C	0.86	0	19	1	9	14	14	-2	24
CC1CC2=C(C(=O)O1)C(c1ccc(Cl)cc1)Nc1ccccc1N2 (stereo not given)	1	0	0	-3	15	11	-5	-6	6
Cn1c(=O)[nH]c(=O)c2c1nc(Br)n2CCC(=O)c1ccccc1	0.99	-3	-5	-3	-4	-22	1	-7	13
CCOC(=O)C1(CC2CC2)CCN(Cc2ccc(OC)cc2F)CC1	0.99	0	21	2	2	-13	1	0	1
Cc1ccc(OCc2n[nH]c(=S)n2-c2ccc(Br)cc2)cc1	0.9	-4	34	1	19	26	10	-1	28
C=CCn1c(C2CCCCC2)n[nH]c1=S	1.2	0	26	-2	-12	-16	-18	0	-5
O=C(Nc1ncccn1)c1cc(-c2ccc(F)cc2)nc2ccccc12	0.94	-1	4	3	-15	-1	6	-6	3
CC(Sc1nncn1C)C(=O)Nc1ccc(Cl)cn1 (stereo not given)	1.1	2	-6	-1	-8	-7	-12	-1	1
O=C(NNC(=O)C1C2C=CC(C2)C1C(=O)O)c1ccccc1 (stereo not given)	1.1	-1	-4	2	0	1	-6	-6	9
Cc1nn(-c2ccccc2)c(C)c1-c1ccccc1O	1	0	25	-5	-3	-9	0	-7	14
O=C(Cc1ccc(-n2c(=O)c3ccccc3n(CC(=O)Nc3ccc(F)cc3F)c2=O)cc1)NCc1ccco1	0.96	1	-4	7	2	-10	4	0	6
COc1ccc(OCC(O)Cn2c(Nc3cccc(C)c3)nc3c2c(=O)n(C)c(=O)n3C)cc1 (stereo not given)	1	0	4	0	4	16	-3	-7	28
COc1ccc(N2CCN(c3ccc([N+](=O)[O-])cc3Cl)CC2)cc1	0.81	-1	-2	-3	5	26	19	-5	9
CCOC(=O)C1CCN(C(=O)c2ccccc2N(C)S(C)(=O)=O)CC1	0.99	0	-4	-4	8	2	0	-6	17
O=S(=O)(NCc1ccccc1)c1ccc(S(=O)(=O)N2CCCCC2)cc1	0.94	-4	4	2	1	-2	6	-4	0
CC1CCc2sc(C(=O)NNS(=O)(=O)c3ccc(F)c(F)c3F)cc2C1 (stereo not given)	0.95	-3	13	3	8	-2	5	-3	12
COc1cc(C2c3c(-c4cc(Cl)c(C)cc4O)n[nH]c3C(=O)N2Cc2cccnc2)ccc1O (stereo not given)	0.94	-4	10	1	12	-82	6	-2	9
CC(=O)c1c(C)[nH]c(C(=O)COC(=O)c2cccs2)c1C	0.92	-1	0	-2	-6	1	8	-3	8
Cc1ccc(S(=O)(=O)N(CC(=O)NCc2ccncc2)Cc2ccccc2F)cc1	1	-1	16	1	5	-4	-1	-3	15
CCc1ccc(-c2nc(CS(=O)CC(=O)NCc3ccc4c(c3)OCO4)c(C)o2)cc1 (stereo not given)	0.91	0	20	-4	4	8	10	-2	-6
